IDE inh = human IDE inhibitors in live cells, primary screen, fluorescence polarization, HEK cells, FAbetaB substrate; AID 434962, 2010; inhibition, % at 5.59 µM; Insulin-degrading enzyme (Homo sapiens), P14735; FAbetaB cleavage; 320,000 compounds, 0.41% hits;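 active means percent inhibition above the average of all tested compounds plus 3 SD, set per screening campaign, cut at about 16% in these data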;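 further: IDE supplied by intact live HEK cells; FP after avidin binding of uncleaved biotin substrate so inhibition keeps polarization high; 0% = DMSO wells and 100% = 60 µM reference IDE inhibitor Ii1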
p-CIP stab down = p/CIP-EGFP fusion destabilizers, primary screen, fluorescence, F442A cells; 16 h; decrease of EGFP signal, % at 10 µM; 290,000 compounds, 0.01% hits; AID 1984, 2009;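 active means EGFP signal decrease of at least 30% at 10 µM or well 3 SD below plate mean, unless failing retest; inactive means the rest, including hits failing retest or dose response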; further: some compounds called inactive have numbers as strong as hits; many of its hits are not listed in these tables
MEKK2 mut-MEK5 = MEK5 binding signal on mutant MEKK2 PB1, primary screen, biochemical, multiplex bead flow cytometry, Alexa488-MEK5 | Alexa488-MEK5 binding to MEKK2 mutant | percent response, % at 10 µM | 290,000 compounds, 0.35% hits; in the data active means percent response above about 24%, passing the limit was not always enough; further: inactives centre near 1; some results filed as inactive read as strong as hits; reference of the scale not given here
IDE cell activ = human IDE activators in live cells, primary screen, fluorescence polarization, HEK cells, FAbeta-B substrate; Insulin-degrading enzyme (Homo sapiens), P14735; FAbeta-B cleavage; 0% vehicle, 100% cell-free pure enzyme wells; activation, % at 5.96 µM; 340,000 compounds, 0.073% hits; AID 493087, 2011;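 active means activation above the mean of all tested compounds plus 3 SD, set per screening campaign, cut at about 17% in these data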
NALP1 inh = NALP1 inflammasome inhibitors in reconstituted yeast, colorimetric, S. cerevisiae, triplicate retest | S. cerevisiae NALP1/ASC/caspase-1 growth, X-gal OD620, 72 h | inhibition, % at 10 µM | 280,000 compounds, 0.61% hits | AID 2071, 2009; in the data active means inhibition mostly above about 24%, no sharp cut-off; inactive means mostly below about 32%; further: some compounds called inactive have numbers as strong as hits
MEKK2 WT-MEK5 = modulators of MEK5 binding to wildtype MEKK2, primary screen, biochemical, multiplex bead flow cytometry, Alexa488-MEK5 | Mitogen-activated protein kinase kinase kinase 2 (Homo sapiens), Q9Y2U5 | Alexa488-MEK5 binding to MEKK2 WT; actives lie on both sides | binding response (% of control), % at 10 µM | 290,000 compounds, 1.1% hits | AID 1531, 2009; in the data active means binding response below about 67% or above about 130%
MEKK3 PB1 HTS = modulators of MEKK3-MEK5 PB1 binding, primary screen, biochemical, wildtype MEKK3, multiplex bead flow cytometry, Alexa488-MEK5; Mitogen-activated protein kinase kinase kinase 3 (Homo sapiens), Q99759; bead-based flow cytometry, Alexa488-MEK5 binding to MEKK3; actives lie on both sides; 0 = blocked by unlabeled MEK5, 100 = vehicle; binding response (% of control), % at 10 µM; 290,000 compounds, 1.4% hits;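 active means binding response more than 3 SD above or below the average of its plate-row segment, actives on both sides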;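 further: Alexa488 bead fluorescence after subtracting the streptavidin-only scavenger bead signal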
M18AAP inhibitor = PfM18AAP inhibitors, malaria aminopeptidase, primary screen, biochemical, QFRET, recombinant enzyme | H-Glu-NHMec fluorogenic cleavage | inhibition, % at 7.35 µM | 290,000 compounds, 1.2% hits | AID 1822, 2009;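 active means inhibition above the campaign mean inhibition over all tested compounds plus 3 SD, cut at about 28% in these data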;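 further: 0% = plate median of test compound wells and 100% = 2 mM ZnCl2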
UBC9 SUMO inh = inhibitors of in vitro SUMOylation cascade, primary screen, biochemical, HTRF, uHTS | HTRF SUMOylation assay, SAE1/SAE2 + UBC9 | inhibition, % at 35 µM | SUMO-conjugating enzyme UBC9 (Homo sapiens), P63279 | 290,000 compounds, 0.36% hits; in the data active means inhibition above about 50%, passing the limit was not always enough; further: strong numbers were not always called active
The depositor's hits bear a star; x = not tested or not shown.

Preview (4 entries):
1: Cc1ccccc1/C=N/Nc1ncnc2nc[nH]c12
2: COc1ccc(C(CC(=O)Nc2ccc(Cl)cc2F)NC(=O)C(F)(F)F)cc1 (stereo not drawn)
3: CCOC(=O)C1=C(C)OC(N)=C(C#N)C1c1cc2ccccc2nc1N1CCCCC1 (stereo not drawn)
4: CCOC1=C/C(=C/c2c(N)n3oc(C)cc3nc2=O)C=CC1=O

assay / entry	1	2	3	4
IDE inh	-2	-12	-3	-3
p-CIP stab down	3	7	-6	10
MEKK2 mut-MEK5	19	2	-2	-5
IDE cell activ	6	-2	x	x
NALP1 inh	x	28	-2	3
MEKK2 WT-MEK5	119	98	104	97
MEKK3 PB1 HTS	124	100	113	97
M18AAP inhibitor	13	2	-3	5
UBC9 SUMO inh	26	5	8	6

The listing, from the first entry:
1: Cc1ccccc1/C=N/Nc1ncnc2nc[nH]c12
2: COc1ccc(C(CC(=O)Nc2ccc(Cl)cc2F)NC(=O)C(F)(F)F)cc1 (stereo not drawn)
3: CCOC(=O)C1=C(C)OC(N)=C(C#N)C1c1cc2ccccc2nc1N1CCCCC1 (stereo not drawn)
4: CCOC1=C/C(=C/c2c(N)n3oc(C)cc3nc2=O)C=CC1=O
5: CC(Oc1ccc2ccc(=O)oc2c1)C(=O)NCCCn1ccnc1 (stereo not drawn)
6: C=CCC1c2cccc(C(=O)O)c2C(=O)N1c1cccc(OC)c1 (stereo not drawn)
7: Cc1ccc(C)c(S(=O)(=O)Nc2nc(C)c(C(=O)Nc3ccccc3)s2)c1
8: CCOc1ccc(OCCn2ccnc2)cc1

assay / entry	1	2	3	4	5	6	7	8
IDE inh	-2	-12	-3	-3	2	3	-1	7
p-CIP stab down	3	7	-6	10	5	-7	-8	1
MEKK2 mut-MEK5	19	2	-2	-5	1	-5	0	-1
IDE cell activ	6	-2	x	x	3	2	4	5
NALP1 inh	x	28	-2	3	6	11	2	-22
MEKK2 WT-MEK5	119	98	104	97	103	103	104	111
MEKK3 PB1 HTS	124	100	113	97	102	101	120	108
M18AAP inhibitor	13	2	-3	5	4	-1	0	17
UBC9 SUMO inh	26	5	8	6	-1	24	23	-9

9: O=C(COc1ccccc1)Nc1nnc(-c2ccc3c(c2)CCCC3)o1
10: Cc1cc(C)n2nc(C(=O)OCC(=O)c3c[nH]c4ccccc34)nc2n1
11: Cc1[nH]n(-c2ncc(-c3ccccc3)s2)c(=O)c1C(c1ccc(Cl)cc1)C(C#N)C#N (stereo not drawn)
12: Cc1ccc(Cl)cc1NC(=S)N(CCCN1CCOCC1)Cc1ccco1
13: CCOC(=O)c1c(NC(=S)NC(=O)c2ccc(Cn3cc(Cl)cn3)o2)sc2c1CCC(C)C2 (stereo not drawn)
14: Cc1c(Br)c([N+](=O)[O-])nn1CC(=O)N1CCCc2ccccc21
15: O=C(NC(=S)Nc1ncc(Br)cc1Br)c1ccccc1
16: CN(C)c1ccc(-c2nn3c(-c4ccccc4Cl)nnc3s2)cc1

assay / entry	9	10	11	12	13	14	15	16
IDE inh	7	-4	5	14	-2	-5	6	4
p-CIP stab down	-8	4	0	-4	-9	-2	7	-25
MEKK2 mut-MEK5	-6	1	-1	2	-3	7	6	6
IDE cell activ	6	4	-4	3	2	4	2	6
NALP1 inh	24	3	12	15	0	-4	-5	15
MEKK2 WT-MEK5	101	99	100	107	86	109	118	101
MEKK3 PB1 HTS	99	98	111	106	90	104	106	105
M18AAP inhibitor	1	4	2	9	-1	-15	-4	-13
UBC9 SUMO inh	48	-12	x	-5	19	19	4	19

17: CCOC(=O)C1C(=O)CC(C)(O)C(C(=O)OCC)C1c1cccc(OC(F)(F)C(F)F)c1 (stereo not drawn)
18: O=C(CSc1nnc(COc2cccc3cccnc23)o1)c1ccc(F)cc1
19: O=C(Cc1ccc(NC2=NC3CS(=O)(=O)CC3S2)cc1)NCc1ccccc1Cl (stereo not drawn)
20: CN(C)C(=O)CN1CCN(c2nc3nonc3nc2N2CCCCC2)CC1
21: COc1ccc(C2C=C(c3ccccc3)Nc3nc(CCCO)nn32)cc1 (stereo not drawn)
22: CCCc1[nH]nc2c1C(c1ccc(OC)c(Cn3nc(C)c(Br)c3C)c1)C(C#N)=C(N)O2 (stereo not drawn)
23: COc1ccc(Cc2nc3ccc(C(=O)NCc4ncc(C)[nH]4)cc3o2)cc1OC
24: O=c1[nH][nH]cc1C=Nc1ccccc1O

assay / entry	17	18	19	20	21	22	23	24
IDE inh	-2	-1	15	4	2	-1	-3	-1
p-CIP stab down	2	-3	2	-6	1	0	3	-19
MEKK2 mut-MEK5	7	-1	2	6	1	-2	-8	2
IDE cell activ	4	-2	-25	0	x	5	5	5
NALP1 inh	10	19	-1	-16	38	x	27	11
MEKK2 WT-MEK5	117	95	104	110	103	97	96	101
MEKK3 PB1 HTS	115	90	105	105	100	105	97	105
M18AAP inhibitor	-6	0	-2	0	2	2	-11	21
UBC9 SUMO inh	3	27	17	1	28	1	17	12

An excerpt from above in order of SMILES length, low to high:
4: CCOC1=C/C(=C/c2c(N)n3oc(C)cc3nc2=O)C=CC1=O
14: Cc1c(Br)c([N+](=O)[O-])nn1CC(=O)N1CCCc2ccccc21
10: Cc1cc(C)n2nc(C(=O)OCC(=O)c3c[nH]c4ccccc34)nc2n1

assay / entry	4	14	10
IDE inh	-3	-5	-4
p-CIP stab down	10	-2	4
MEKK2 mut-MEK5	-5	7	1
IDE cell activ	x	4	4
NALP1 inh	3	-4	3
MEKK2 WT-MEK5	97	109	99
MEKK3 PB1 HTS	97	104	98
M18AAP inhibitor	5	-15	4
UBC9 SUMO inh	6	19	-12

New compounds follow.
25: COc1ccc2[nH]c(=O)c(CN(c3ccccc3)S(=O)(=O)c3ccccc3)cc2c1
26: CC1(C)Cc2c(cnn2-c2ccccc2)C(=O)/C1=N\NC(=O)c1ccccc1N
27: COCCN(Cc1cc2c(C)cc(C)cc2nc1Cl)C(=O)c1ccccc1F
28: Cc1c(O)ccc(-c2[nH]ncc2-c2nc3ccccc3s2)c1O
29: COc1nc(NC(C)(C)C)nc(Oc2ccc(=O)n(-c3ccccc3)n2)n1
30: CC(C)(Cc1nc2ccccc2[nH]1)C(=O)O
31: N#CCCNC(=O)CCN1CCOCC1
32: Cc1cc(C)c(C(N)=O)c(Nc2cccc(Cl)c2)n1

assay / entry	25	26	27	28	29	30	31	32
IDE inh	5	-2	-2	0	0	2	3	-2
p-CIP stab down	17	-7	9	-4	-8	-9	-8	-12
MEKK2 mut-MEK5	7	5	-1	4	-8	-5	-6	3
IDE cell activ	0	0	3	2	-2	9	-1	4
NALP1 inh	8	13	0	16	-7	-4	4	-10
MEKK2 WT-MEK5	102	107	105	101	95	95	99	105
MEKK3 PB1 HTS	102	111	111	102	93	92	91	107
M18AAP inhibitor	-6	-3	1	11	-1	5	9	6
UBC9 SUMO inh	-9	-1	16	17	9	14	1	13

Taken from above.
COc1ccc(C(CC(=O)Nc2ccc(Cl)cc2F)NC(=O)C(F)(F)F)cc1 (stereo not drawn) in UBC9 SUMO inh: 5
CCCc1[nH]nc2c1C(c1ccc(OC)c(Cn3nc(C)c(Br)c3C)c1)C(C#N)=C(N)O2 (stereo not drawn) in MEKK2 WT-MEK5: 97
CN(C)c1ccc(-c2nn3c(-c4ccccc4Cl)nnc3s2)cc1 in M18AAP inhibitor: -13
O=C(COc1ccccc1)Nc1nnc(-c2ccc3c(c2)CCCC3)o1 in UBC9 SUMO inh: 48
Cc1c(O)ccc(-c2[nH]ncc2-c2nc3ccccc3s2)c1O in NALP1 inh: 16

The results go on.
33: COc1cc(C2C3=C(CC(C)(C)CC3=O)Nc3c2c(=O)[nH]c(=O)n3Cc2ccccc2)ccc1O (stereo not drawn)
34: CCOc1ncccc1C(=O)N1CCCSC1=Nc1ccc(C(C)=O)cc1
35: CC(=O)c1ccc([C@H]2C[C@@]34CN(C(=O)OC(C)(C)C)S(=O)(=O)[C@H]3C[C@H]2O4)cc1
36: O=C(O)C1(c2ccccc2)CCN(S(=O)(=O)c2ccc(Cl)cc2)CC1
37: NC1=NC(=O)C(Cc2cccc(Cl)c2)S1 (stereo not drawn)
38: O=C1CCC(=O)N1CN(C(=O)c1ccco1)c1ccccc1
39: Cc1cc(C)c2c(n1)SCC(=O)N2CC(=O)Nc1cc(F)ccc1F
40: CCCCN(CCCC)S(=O)(=O)c1ccc(SCC(=O)OCC)c([N+](=O)[O-])c1

assay / entry	33	34	35	36	37	38	39	40
IDE inh	-5	-1	-5	3	4	1	3	0
p-CIP stab down	3	-8	5	8	-1	3	0	-10
MEKK2 mut-MEK5	-2	-9	4	2	-2	6	4	6
IDE cell activ	-1	-4	1	7	3	2	3	7
NALP1 inh	9	9	2	14	8	1	-2	-5
MEKK2 WT-MEK5	89	84	93	99	95	111	98	104
MEKK3 PB1 HTS	87	74	91	97	92	109	101	101
M18AAP inhibitor	1	-6	x	4	-7	-2	9	7
UBC9 SUMO inh	13	18	5	6	21	21	0	-5

41: COc1cc(C)ccc1Oc1ncnc(N)c1[N+](=O)[O-]
42: COC(=O)C1CC(O)CN1C(=O)Nc1cccc(C(F)(F)F)c1 (stereo not drawn)
43: COc1ccc(CNC(=O)c2ccc(NS(=O)(=O)c3c(C)noc3C)cc2)cc1
44: CCC/C(=N\NC(=O)CNC(=O)c1ccc(Cl)cc1)c1ccccc1
45: CC(C)[C@H](NC(=O)N1CCC(Cc2ccccc2)CC1)C(=O)O
46: Cc1ccc(-c2cn(-c3ccccc3F)c(=S)[nH]2)cc1
47: O=C(c1cccs1)n1nc(-c2ccccc2)nc1NCc1ccco1
48: COC(=O)[C@H](CCSC)NC(=O)NCc1ccccc1F

assay / entry	41	42	43	44	45	46	47	48
IDE inh	-2	8	0	6	0	2	3	3
p-CIP stab down	-1	7	-3	6	-19	-3	-6	-5
MEKK2 mut-MEK5	6	-2	6	-4	7	4	1	9
IDE cell activ	3	3	0	1	2	0	0	-1
NALP1 inh	6	-9	9	4	1	8	-84	18
MEKK2 WT-MEK5	108	93	102	96	106	107	104	110
MEKK3 PB1 HTS	102	97	103	104	109	105	99	115
M18AAP inhibitor	1	2	2	4	6	10	3	-12
UBC9 SUMO inh	9	4	8	-7	2	4	6	16

Bioassay records from PubChem BioAssay.

Only part of the results is shown; the hit share may differ from the screen's.
